# Source: PubChem BioAssay
# Mito fusion act: blocks mitochondrial division or promotes mitochondrial fusion; S. cerevisiae fusion-defective mutant growth rescue, CellTiterGlo 48 h; AID 485298; Potency, µM (highest dose often 46.1 µM), for the others: top-dose growth rescue (activation), actives largely listed as activators; 320,000 compounds, 0.23% hits;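 further: potency means the concentration at half of the fitted maximal effect; % of control where 0% means no effect; nearly all actives have a fitted effect of over 45% in size; temperature-sensitive fusion mutants such as fzo1-1 at 37 °C on non-fermentable ethanol glycerol medium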
#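 Compounds are tested for their ability to restore growth of mitochondrial fusion-defective yeast strains at non-permissive 37C in YPEG medium over 48 hours. Viability is quantified by luciferase luminescence.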
# TCR act: activates T cell receptor signaling; primary human leukocytes, anti-CD3, IL-2 HTRF, 48 h; Potency, µM (titrated, usually from 9.22 µM), for inactives: at the top dose activation of IL-2 secretion, actives largely listed as activators; 330,000 tested, under 10 active; AID 504894; further: % of control where 0% means no effect
#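 HTRF read-out of IL-2 secretion: europium cryptate donor excited at 320nm, d2 acceptor emission at 665nm. Cells were primary human leukocytes incubated 48 hr with compounds and a-CD3 beads, supplying TCR signal only.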
# TSHR antagonist: antagonists of human thyroid stimulating hormone receptor; TSHR-expressing cells, TSH-stimulated cAMP HTRF, 2 h; active compounds read low; activity change, negative = inhibition, % at 11.5 µM; 330,000 compounds, 0.2% hits; AID 504810;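 active means activity change below a set negative limit, meaning inhibition stronger than a set level, cut at about -70% in these data; inconclusive means activity change between two set negative limits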; further: on the % scale 0 is the no-effect control and ±100 the full control effect
#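 TSHR-expressing cells were treated with compounds, then stimulated with TSH at EC80 (4nM final) for 2 hours at 37 deg C. Cellular cAMP was measured by HTRF competition between lysate cAMP and cAMP-d2 for a cryptate-labelled anti-cAMP antibody.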
# ELG1 DNA repair: inhibitors of ELG1-dependent DNA repair in HEK293T cells; HEK293T ELG1-luciferase reporter, luminescence, 16 h; DNA damage induced by 5-fluorouridine; Potency, µM (titrated, usually from 46.1 µM), for inactives: at the highest dose activity change, negative = inhibition, most hits filed as inhibitors; 330,000 compounds, 2.3% hits; AID 504467; further: potency means the concentration at half of the fitted maximal effect; on the % scale 0 is the no-effect control and ±100 the full control effect; nearly all actives have a fitted effect of over 55% in size
#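 Reporter activity after DNA damage by 5-fluorouridine is monitored. Compound-treated cells incubate 16 hr at 37 °C, then ONE-Glo is added for 30 min before luminescence reading.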
# Eya2 inh: blocks the phosphatase activity of human Eya2; O00167; recombinant Eya2, OMFP fluorescence dephosphorylation (OMFP is methylfluorescein phosphate); Potency, µM (titrated, usually from 76.9 µM), without a hit: top-dose activity, negative = inhibition, usual class: inhibitors; 330,000 compounds, 0.006% hits; AID 488837; further: potency means the concentration at half of the fitted maximal effect; on the % scale 0 is the no-effect control and ±100 the full control effect
# Target sequence (O00167 whole entry, looked up): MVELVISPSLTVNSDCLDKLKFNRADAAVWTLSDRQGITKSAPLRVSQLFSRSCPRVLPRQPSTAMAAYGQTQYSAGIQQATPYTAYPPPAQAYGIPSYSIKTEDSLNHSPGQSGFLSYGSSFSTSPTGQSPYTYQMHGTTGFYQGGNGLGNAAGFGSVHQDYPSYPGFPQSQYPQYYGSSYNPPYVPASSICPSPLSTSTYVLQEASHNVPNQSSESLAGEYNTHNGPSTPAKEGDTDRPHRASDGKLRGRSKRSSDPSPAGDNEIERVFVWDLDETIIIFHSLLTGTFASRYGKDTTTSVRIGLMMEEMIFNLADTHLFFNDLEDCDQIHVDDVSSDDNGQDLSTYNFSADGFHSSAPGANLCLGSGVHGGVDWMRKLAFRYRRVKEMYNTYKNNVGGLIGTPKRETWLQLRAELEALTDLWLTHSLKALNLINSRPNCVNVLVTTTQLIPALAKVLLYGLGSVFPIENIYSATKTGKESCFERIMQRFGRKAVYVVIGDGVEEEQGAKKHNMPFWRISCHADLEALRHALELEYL
#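 Eya2 protein (added as 0.2 uM solution) was preincubated with compound for 10 min at ambient temperature in 50 mM HEPES pH 7.5, 50 mM NaCl, 5 uM MgCl2, 0.05% BSA, 1 mM DTT. OMFP (added at 50 uM) then reacted 10 min; fluorescence read at 485/525 nm.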
# TRPV1 agonist: activates the human vanilloid receptor TRPV1; TRPV1-expressing cells, Fluo-8 calcium influx, agonist mode; activation, % at 8.33 µM; 320,000 compounds, 0.19% hits; AID 540275; in the data active means activation above about 80%; inconclusive means between about 30% and that limit; further: 0% is about no effect
#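 TRPV1-expressing cells were cultured overnight at 35.5C and loaded with Fluo-8 calcium dye for 40 to 90 min at room temperature. After a 10 s baseline, compound was added and calcium influx was read kinetically for 3 min (ex 480/em 520 nm).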
# KCNH2 3.1 inh: KCNH2 3.1 (human) potassium channel inhibition. activity change, % (tested at about 1.8 µM). U2OS KCNH2 3.1, thallium flux FluxOr; active compounds read low. AID 720553. 340,000 compounds, 0.95% hits;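 active means maximum activity change below -70%; inconclusive means maximum activity change from -70% to -50%; inactive means maximum activity change above -50%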;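 further: thallium influx rate constant from kinetic fluorescence after stimulation buffer; on the % scale 0 is the no-effect control and ±100 the full control effect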
#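 Steps: virus added to U2OS suspension (4 h, RT, dark); medium with 10% FBS added, cells plated, 37 C overnight; FluxOr/Red40 loading buffer 45 min RT; stimulation buffer, 2 min kinetic read; rate constant normalized.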
# hERG WT inh: KCNH2 (human, wildtype) channel inhibition; activity change, % at 1.84 µM; Q12809; 340,000 compounds, 0.37% hits; U2OS, BacMam KCNH2, thallium flux FluxOr; active compounds read low;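 active means maximum activity change below -70%; inconclusive means maximum activity change between -70% and -50%; inactive means maximum activity change above -50%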; further: on the % scale 0 is the no-effect control and ±100 the full control effect
#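 U2OS cells transduced with wild-type KCNH2 virus are loaded with FluxOr dye for 45 min, and thallium flux is measured in kinetic reads before and after stimulation buffer. Rate constants are normalized to DMSO controls.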
# USP2a inh: blocks human ubiquitin-specific protease USP2a; O75604; USP2 core, Ub-CHOP2 coupled fluorogenic reporter, 485/531; Potency, µM (top dose mostly 38.3 µM), for the others: top-dose activity change, negative = inhibition, hits mostly inhibitors; 330,000 compounds, 0.01% hits;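 further: potency means the concentration at half of the fitted maximal effect; plate controls were DMSO wells for no effect and full inhibition by NEM control for full effect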
#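 Deubiquitinase activity read as fluorescence (485/531 nm) after Ub-CHOP2 cleavage activates the enterokinase reporter on its substrate; USP2 core 10nM, Ub-CHOP2 and substrate 25nM each, 30min compound preincubation then 60min RT; data normalized to NEM, curves fitted.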
# A-T KAP1 phos: potential ataxia-telangiectasia treatments restoring KAP-1 phosphorylation | […] A-T fibroblasts, KAP-1 phosphorylation AlphaLISA; neocarzinostatin DNA damage 30 min before lysis | Potency, µM (titrated, usually from 57.5 µM), without a hit: at the highest dose activation, hits mostly activators | 320,000 compounds, 0.19% hits | AID 485349; further: potency means the concentration at half of the fitted maximal effect; % of control where 0% means no effect; nearly all actives have a fitted effect of over 45% in size
#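 hTERT-immortalized A-T patient fibroblasts ([…]), 500 cells/well in OPTI-MEM, 1% FBS, got compounds for 60 min, then NCS for 30 min at 37C. Lysates were then assayed for phospho-KAP-1 by AlphaLISA (anti-pKAP1 donor, anti-KAP1 acceptor beads), 6 hr at 25C.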
# * hit, by the source's call; ? = inconclusive; · = not tested or not shown; [ ] = dose if it differs, or a comment. Unless noted, the call rests on the fitted dose curve; in most records, active means well fitted curve in the direction sought with a large enough effect; inconclusive means small, poorly fitted or top-dose-only effect, or another doubt; inactive means no such curve, though single readings can be large; an effect the other way counts as inactive or inconclusive.
SMILES,Mito fusion act,TCR act,TSHR antagonist,ELG1 DNA repair,Eya2 inh,TRPV1 agonist,KCNH2 3.1 inh,hERG WT inh,USP2a inh,A-T KAP1 phos
Cc1ccc(C)c(C(=O)CCC(=O)OCn2nnc3ccccc3c2=O)c1,1%,-2%,-5,0%,12%,3,2,-6,0%,9%
CCOC(=O)CSc1nc(-c2ccccc2)nc2ccc(F)cc12,-2%,-2%,10,-3%,-20%,6,13,-6,3%,22%
COc1ccc(-n2nc(C(=O)NCC(=O)NC(C)C)c3ccccc3c2=O)c(OC)c1,2%,9%,4,4%,-2%,2,3,-11,-1%,-5%
CN(C)C(CNC(=O)C1CCN(S(=O)(=O)c2ccccc2)CC1)c1ccccc1 (configuration not stated),-1%,-10%,20,22%,9%,1,5,4,-1%,?
Cc1ccc(O)c(C2=NNC(c3ccc(Cl)cc3)C2)c1 (configuration not stated),16%,4%,-4,18%,-2%,21,-8,-7,-6%,4%
Nc1ncnc2nc(SCCOc3ccc(Cl)cc3)[nH]c12,0%,0%[46.1 µM],-3,22%,-3%,6,-15,-4,0%,3%
O=C(COc1ccccc1[N+](=O)[O-])NCC1(N2CCCCC2)CCCCC1,0%,9%,-5,14%,-8%,4,2,-1,3%,-2%
O=c1cc2ncc(-c3[nH]ncc3[N+](=O)[O-])cn2[nH]1,7%,-2%,-7,19%,-4%,-7,8,·,3%,4%
CCN(CC)C(=O)OCc1c(-c2ccccc2)ncc2ccccc12,21%,-10%,-4,?,3%,23,30,-12,2%,9%
CCOC(=O)Cc1csc(NC(=O)COc2c(C)cccc2C)n1,3%,-8%,-5,5%,-7%,24,2,-7,-1%,0%
CCc1ccc([C@@H]2CC=C(C(=O)O)[C@H](c3ccc(F)cc3)N2S(=O)(=O)c2ccc(C)cc2)cc1,2%,3%,3,15%,4%,-3,-2,-6,3%,4%
CN(CCc1ccccn1)C(=O)CCC1CCCN(C(=O)CCOc2ccccc2)C1 (configuration not stated),-4%,0%,-6,-15%,10%,1,-6,-6,10%,0%
CCOC(=O)n1c(=O)n(C)c2ccc(Cl)cc21,-7%,1%,8,?,2%,7,6,-11,2%,-6%
CCNC(=S)N(Cc1cc2cccc(C)c2[nH]c1=O)C1CCCC1,3%,-3%[46.1 µM],-4,?,-4%,14,3,4,3%,?
N#Cc1c(-c2ccco2)cc(-c2cccnc2)nc1N,0%,0%,-9,-23%,-4%,?,-7,-8,1%,8%
Oc1cccc2ccc(/C=C/c3ccccc3Br)nc12,-20%,4%,3,?,1%,3,-5,0,-8%,37%
CC(C)C(=O)Nc1ccc2c(c1)nc(CCN1CCCCC1)n2C,-2%,0%,6,2%,-6%,-2,7,·,0%,-7%
CN1CCN(c2ccc([N+](=O)[O-])c(Sc3nc4ccccc4[nH]3)c2)CC1,-2%,4%,6,0%,15%,-1,-1,1,2%,-2%
CSc1c(-c2ccccc2)nc2ccccc2c1C(=O)O,0%,5%,-1,2%,3%,-1,19,-3,-1%,-3%
Cn1c(SCC(=O)N2CCCC2)nc2ccccc21,1%,-2%,2,-11%,2%,1,-25,5,3%,-12%
Cc1ccc2nc3c(cc(C(=O)NCC4CCCO4)c(=N)n3CC3CCCO3)c(=O)n2c1 (configuration not stated),22%,-5%,15,8%,-6%,-6,-27,-6,2%,-1%
O=S(=O)(Nc1ccc2c(c1)OCCO2)c1cnc[nH]1,-5%,-1%,10,?,7%,-5,8,-2,2%,-12%
O=C(c1cccc(C(F)(F)F)c1)N1CCC(O)(CS(=O)(=O)Cc2ccc(Cl)cc2)CC1,8%,-6%,-6,?,3%,1,-3,27,0%,5%
O=C(CCC(=O)Nc1cc(C(F)(F)F)ccc1Cl)N/N=C\c1cc([N+](=O)[O-])ccc1O,-29%,10%,-11,?,-4%,0,13,8,-7%,-8%
Cc1ccc(C(=O)NCC(=O)N(C)Cc2ccc(Cl)cc2Cl)s1,-10%,0%,6,11%,20%,21,-2,-6,0%,1%

# The listing continues:
SMILES,Mito fusion act,TCR act,TSHR antagonist,ELG1 DNA repair,Eya2 inh,TRPV1 agonist,KCNH2 3.1 inh,hERG WT inh,USP2a inh,A-T KAP1 phos
CN(Cc1cccs1)C(=O)CSc1nc(N)cc(N)n1,-4%,3%,0,8%,5%,1,-3,-4,-1%,10%
CC(=O)N(CCC(Cc1ccccc1)c1ccco1)Cc1ccco1 (configuration not stated),-5%,3%,-16,-11%,2%,20,-5,0,13%,15%
CC(=O)N1N=C(c2ccc(C)c([N+](=O)[O-])c2)OC1(C)C,-10%,-7%,3,8%,-17%,·,12,3,-1%,-3%
COCCOC(=O)c1c(NC(=O)COC(=O)c2ccc(C)o2)sc(C(N)=O)c1C,-4%,·,-16,?,-2%,0,7,-12,0%,-1%
CCCCc1ccc(NC(=O)N2CCNC(=O)C2CC(=O)Nc2ccsc2C(=O)OC)cc1 (configuration not stated),9%,6%,-1,23µM*,-14%,12,7,-3,-2%,·
NC(=O)C1CCN(C(=O)/C=C/c2cc(Br)ccc2F)CC1,-4%,-6%,1,16%,20%,?,-5,-2,-1%,5%
Cn1c(=O)[nH]c(=O)c2c1nc(N/N=C/c1ccncc1)n2Cc1ccc(Cl)cc1,2%,1%,1,?,-3%,-4,2,4,-1%,5%
O=C(COC(=O)c1ccccc1O)Nc1cccc(S(=O)(=O)N2CCCC2)c1,-7%,-286%,-14,-7%,-12%,16,1,6,0%,-3%
CCN1C(=O)[C@H]2[C@@H](c3ccc(-c4ccc(OC)cc4)cc3)N3CCC[C@@]3(C(=O)OC)[C@H]2C1=O,-7%,2%,-22,?,-6%,4,0,-17,-4%,23%
COc1cccc(-c2nnc(SCC(=O)N3CCOCC3)o2)c1,2%,1%,2,?,3%,?,0,0,-7%,7%
CC(C)OCCCNC(=O)c1cc(-c2cccnc2)nc2ccccc12,5%,5%,-1,?,7%,-2,2,-12,-3%,-6%
COc1cc(C2=NOC(C(=O)N3CCOCC3)C2)cc(OC)c1OC (configuration not stated),-1%,-1%,2,-3%,-32%,-1,6,10,4%,-2%
Cc1ccc(-c2nnc(Nc3ccc(CC(N)=O)cc3)c3ccccc23)cc1S(N)(=O)=O,2%,-5%,-2,-27%,3%,-3,6,-5,-1%,0%
CC(C(=O)OCC(=O)c1cccc([N+](=O)[O-])c1)N1C(=O)C2C3CCC(C3)C2C1=O (configuration not stated),-2%,-1%,-8,-1%,-14%,-2,17,3,6%,-2%
COc1cccc(/C=N/Nc2ccc([N+](=O)[O-])cn2)c1O,-6%,-11%,-17,?,5%,-1,-7,-3,1%,-31%

# By substructure, the entries above with an aryl thioether with sulfur outside any ring.
SMILES,Mito fusion act,TCR act,TSHR antagonist,ELG1 DNA repair,Eya2 inh,TRPV1 agonist,KCNH2 3.1 inh,hERG WT inh,USP2a inh,A-T KAP1 phos
CCOC(=O)CSc1nc(-c2ccccc2)nc2ccc(F)cc12,-2%,-2%,10,-3%,-20%,6,13,-6,3%,22%
Nc1ncnc2nc(SCCOc3ccc(Cl)cc3)[nH]c12,0%,0%[46.1 µM],-3,22%,-3%,6,-15,-4,0%,3%
CN1CCN(c2ccc([N+](=O)[O-])c(Sc3nc4ccccc4[nH]3)c2)CC1,-2%,4%,6,0%,15%,-1,-1,1,2%,-2%
CSc1c(-c2ccccc2)nc2ccccc2c1C(=O)O,0%,5%,-1,2%,3%,-1,19,-3,-1%,-3%
Cn1c(SCC(=O)N2CCCC2)nc2ccccc21,1%,-2%,2,-11%,2%,1,-25,5,3%,-12%
CN(Cc1cccs1)C(=O)CSc1nc(N)cc(N)n1,-4%,3%,0,8%,5%,1,-3,-4,-1%,10%
COc1cccc(-c2nnc(SCC(=O)N3CCOCC3)o2)c1,2%,1%,2,?,3%,?,0,0,-7%,7%

# Not all compounds are listed (hit frequency here may not be typical).
